iPSC survival up = enhancers of single-cell hiPSC survival, primary screen, ATPlite luminescence; 100% = ROCK inhibitor wells, 0% = DMSO; survival enhancement, % at 20 µM; hit rate 0.044% among 360,000; in the data active means survival enhancement above about 18%;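 further: cells exposed to compounds for 16 hours before the ATP read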
PDI turbidity = inhibitors of human PDI, primary screen, biochemical, turbidity, single point, plate reader | Protein disulfide-isomerase (Homo sapiens), P07237 | PDI insulin aggregation turbidity, A650, 90 min | inhibition, % at 10 µM | hit rate 0.052% among 350,000 | AID 588391, 2011;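 active means mean inhibition across replicates of 30% or more, whatever share of single replicates reach that level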;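 further: absorbance from insulin aggregation driven by PDI reduction with DTT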
Target sequence (P07237 whole entry, looked up): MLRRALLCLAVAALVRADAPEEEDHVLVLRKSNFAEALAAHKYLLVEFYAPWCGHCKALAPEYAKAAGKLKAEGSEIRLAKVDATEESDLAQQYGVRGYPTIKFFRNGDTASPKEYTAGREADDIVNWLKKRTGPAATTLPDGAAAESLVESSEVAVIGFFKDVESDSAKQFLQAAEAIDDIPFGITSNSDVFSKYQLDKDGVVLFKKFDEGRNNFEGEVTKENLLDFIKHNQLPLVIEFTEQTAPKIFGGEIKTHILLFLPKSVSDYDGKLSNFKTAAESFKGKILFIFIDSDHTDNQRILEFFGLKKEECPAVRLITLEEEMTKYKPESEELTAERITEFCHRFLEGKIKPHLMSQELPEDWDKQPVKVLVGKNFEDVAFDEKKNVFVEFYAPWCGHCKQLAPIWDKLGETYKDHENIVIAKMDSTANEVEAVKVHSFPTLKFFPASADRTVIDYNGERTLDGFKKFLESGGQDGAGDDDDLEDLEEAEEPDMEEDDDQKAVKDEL
aDG glyco up = activators of alpha-DG glycosylation, primary screen, uHTS, Pro5-aDG cells, AlphaScreen; alpha-DG glycosylation AlphaScreen (IIH6); 0% Pro5, 100% B10-LARGE cell signal; activation, % at 10 µM; hit rate 0.22% among 360,000; AID 624168, 2012;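 active means activation of at least 8% versus controls, or a plate z-score of at least 8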;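 further: Pro5 are CHO cells carrying HIG-tagged alpha-DG that lacks glycosylation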
Cardio protect = cardioprotection against H2O2-induced cell death, primary screen, uHTS, H9c2 cells, ATPLite luminescence | hit rate 0.63% among 360,000 | H9c2 cardiomyocytes, H2O2 injury protection, 2 h | protection from H2O2 cell death, % at 20 µM;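 active means compounds giving at least 50% protection of heart cells from peroxide-induced death in the single-dose screen, raw or plate-pattern-corrected value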;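 further: 0% = DMSO wells with peroxide and 100% = DMSO wells without peroxide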
m5-HT2A agonist = mouse Htr2a agonists via beta-arrestin recruitment, primary screen, cell-based, luminescence; hit rate 0.66% among 360,000; activation, % at 7.6 µM; 5-hydroxytryptamine receptor 2A (Mus musculus), P35363; AID 624169, 2012; CHO-K1 mHTR2A beta-arrestin complementation; percent of 30 µM serotonin response;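 active means activation above a run cutoff, the mean activation of all tested compounds plus 3 SD, cut at about 14% in these data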;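 further: 0% = plate median of compound wells and 100% = 30 µM serotonin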
Target sequence (P35363 whole entry, looked up): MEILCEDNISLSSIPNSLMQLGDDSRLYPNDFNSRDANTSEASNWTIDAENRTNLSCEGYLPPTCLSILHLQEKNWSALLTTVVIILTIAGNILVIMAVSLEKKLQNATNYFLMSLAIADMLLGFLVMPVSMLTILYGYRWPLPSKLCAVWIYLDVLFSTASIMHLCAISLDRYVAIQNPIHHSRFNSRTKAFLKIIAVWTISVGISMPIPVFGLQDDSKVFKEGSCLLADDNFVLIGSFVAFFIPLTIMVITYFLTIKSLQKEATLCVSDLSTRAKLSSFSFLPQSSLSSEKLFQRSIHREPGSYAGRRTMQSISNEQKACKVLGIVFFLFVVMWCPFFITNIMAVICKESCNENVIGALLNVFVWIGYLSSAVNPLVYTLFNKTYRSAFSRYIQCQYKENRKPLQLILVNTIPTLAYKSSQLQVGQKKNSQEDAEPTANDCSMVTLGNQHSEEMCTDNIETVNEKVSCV
Granule exo inh = LAMP-1 surface exposure blockers, TALL-104 cells – cell-based, flow cytometry, MLPCN library, primary screen; inhibition, % at 10 µM; hit rate 0.66% among 360,000; TALL-104 LAMP-1 surface exposure; cells stimulated with thapsigargin and PMA; AID 651702, 2012;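 active means inhibition above about 55%, limit read from the data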
Vif inh = HIV Vif self-association inhibitors, primary screen, imaging, HEK293T, single point | inhibition, % at 7.49 µM | HEK293T cells, Vif self-association by quenched fluorescence, 24 h | AID 602346, 2012 | hit rate 0.35% among 340,000; in the data active means inhibition above about 50%, passing the limit was not always enough; further: some results filed as inactive read as strong as hits
N-glyco inh = increase of ERlucT glycosylation luciferase signal, primary screen, N-linked glycosylation inhibitor project, D54 ERlucT cells, luminescence, set 2; reporter increase, % at 12.5 µM; D54 ERlucT glycosylation luciferase reporter, 24 h; percent of 100 nM tunicamycin response; hit rate 0.23% among 360,000;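 active means mean luciferase reporter signal, scaled so untreated is 0 and the glycosylation-blocking control 100, at or above a set limit in every replicate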;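 further: luciferase carries N-glycosylation sites so blocking glycosylation raises the light; 0% = median of neutral control wells and 100% = median of 100 nM tunicamycin wells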
CaV13 ICDI inh = Primary screen for inhibitors of IQ motif and Ca2+-dependent inactivation inhibitor domain binding in CACNA1D, Förster resonance energy transfer in living cells, …; HEK cells, CFP/YFP FRET ICDI-IQ, plate reader, 10 min; percent FRET-ratio fall versus neutral wells; inhibition, % at 12.3 µM; hit rate 0.098% among 340,000;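 active means mean replicate inhibition of at least 30% and at least 1% of replicates passing that level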;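 further: 0% = median of the neutral control wells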
ABCB6 inh 2 = ABCB6 transporter inhibitors, primary screen, K562-ABCB6 cells, flow cytometry, MLPCN library; ATP-binding cassette sub-family B member 6 (Homo sapiens), Q9NP58; K562-ABCB6 porphyrin accumulation, 1 h; hits give low values; fluorescence ratio to DMSO, % at 10 µM; hit rate 0.19% among 360,000;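 active means fluorescence ratio to DMSO below 75%, the collection mean minus 3 SD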;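 further: signal is porphyrin accumulated inside mitochondria; 100% equals median channel fluorescence of DMSO control wells; lower ratio means ABCB6 inhibition with less porphyrin fluorescence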
* marks the source's active call; other numbers are inactive results; i = inactive; . = not tested or not shown. Rows are unselected; about 3.1% have a hit in one of these screens.

SMILES	iPSC survival up	PDI turbidity	aDG glyco up	Cardio protect	m5-HT2A agonist	Granule exo inh	Vif inh	N-glyco inh	CaV13 ICDI inh	ABCB6 inh 2
Cc1ccc(-c2n[nH]c(=S)c3ccccc23)cc1	-0.9	-5	0.4	14	-3	-2	3	-1	-19	98
Nc1ccc2c(c1)nc(Cc1ccccc1)n2CCO	2.6	-15	0.1	-3	-3	0	-17	-1	-3	96
O=C(NCn1cnccc1=O)c1ccccc1	1.8	2	0.0	-7	7	0	3	0	-4	105
COc1c(C)cc(C(=O)C2CCCN(Cc3cccc4nccnc34)C2)cc1C (centres undefined)	-0.1	-3	0.3	-2	-6	-3	1	1	7	91
COc1ccc(NC(=O)/C(C#N)=C/c2c(C)nn(-c3ccc(F)cc3)c2Cl)cc1Cl	-0.2	-11	0.3	-5	6	7	-2	10	-6	95
COc1cc(C2C(C(C)=O)=C(C)Nc3ncnn32)ccc1O (centres undefined)	-1.8	8	0.0	3	3	1	-1	-2	.	90
N#CC(C#N)=C1C=CC=CN1/C(=C\c1ccco1)C(=O)c1ccc(Cl)cc1	-0.7	-8	-0.7	-20	-2	90*	11	-19	-53	104
Cc1nn(CCC(=O)NCc2ccc(N(C)C)cc2)c(=O)c2nn(-c3ccccc3)c(C)c12	-0.6	-15	0.0	-2	-1	-4	1	1	-4	107
CCOc1ccccc1N1CCN(C(=O)NCc2ccc(F)cc2)CC1	0.2	-11	0.1	0	6	-3	-5	-1	-19	102
CC1(C(=O)NS(=O)(=O)c2ccc(F)cc2F)CCN1C(=O)Cc1ccc(Cl)cc1Cl (centres undefined)	4.6	1	0.3	4	7	-4	12	2	-5	96
O=C1CCN(S(=O)(=O)c2ccccc2)CCN1CCOCc1ccc(C(F)(F)F)cc1	4.3	3	0.2	-10	-2	1	.	0	-13	96
CC1=CCC2C(=O)N(c3cccc(C(=O)Nc4ccc(Cl)cc4)c3)C(=O)C2C1 (centres undefined)	-0.6	-6	0.0	-2	-1	-3	-25	0	.	94
CC(=O)c1ccc(NC(=O)C(C)N(C)CC(=O)Nc2ccc(Cl)cc2)cc1 (centres undefined)	0.2	-3	0.2	-10	-3	-2	-1	1	-5	102
CCCS(=O)(=O)N1CCCC(C(=O)N2CCN(c3ccccc3)CC2)C1 (centres undefined)	-1.3	3	-0.4	-1	3	-1	3	-1	.	106
CSc1cccc(NC(=O)COC(=O)C2CCN(S(=O)(=O)c3ccccc3)CC2)c1	0.0	-5	-0.1	0	-2	3	10	0	-5	94
CC(CO)Nc1nc(SCc2ccccc2)nc2sc3c(c12)CCC3 (centres undefined)	12	-12	0.1	-16	1	4	-11	-4	-4	95
COc1ccc(C(=O)N2CCC(NC(=O)C(Cc3ccccc3OC)NC(C)=O)CC2)cc1 (centres undefined)	-0.2	-1	-0.1	3	2	-1	3	5	-7	93
O=C(Nc1ccccc1Cl)Nn1cnnc1	0.0	3	-0.3	-2	5	0	8	4	-2	93
N#Cc1cc2c(=O)n3ccccc3nc2n(-c2ccc(Cl)cc2)c1=O	-0.4	-3	0.2	0	5	2	2	2	-4	86
Cc1cccc(N2CCN(C(=O)c3cc4c(=O)n(C)c5ccccc5c4n3C)CC2)c1C	0.9	.	0.0	4	2	0	0	1	-5	99
COc1ccc(-c2ccnc(SCC(=O)N3CCN(c4ccccc4)CC3)n2)cc1	-0.5	-17	-0.1	10	3	0	8	-3	-3	91
Clc1ccc(-n2nnnc2SCc2cn3ccccc3n2)cc1	-2.8	-2	0.3	16	1	-4	-2	0	.	91
O=C(CSc1nc(-c2ccco2)cc(C(F)(F)F)n1)Nc1ccc2c(c1)CCC2	1.1	-17	-0.4	-6	3	1	0	8	-1	100
C=CCNC(=O)c1ccc(N(Cc2ccccc2)S(C)(=O)=O)cc1	-0.4	-7	0.0	-2	0	-3	5	0	-21	92
O=C(O)C1=NOC(CNC(=O)c2ccccc2Cl)C1 (centres undefined)	0.0	12	0.0	-6	1	3	-4	2	-5	93
CCCS(=O)(=O)c1nc(S(=O)(=O)c2ccc(C)cc2)c(N2CCC3(CC2)OCCO3)s1	-0.6	2	0.3	6	4	0	-1	-1	-3	99
CCOC(=O)N1CCN(C2=CC(=O)OC23CCCCC3)CC1	4.1	5	0.0	2	1	13	-6	1	-6	104
O=C(CN(C(=O)CNC(=O)c1cccs1)c1ccc(F)cc1)NC1CCCCC1	-0.4	1	-0.1	1	3	-6	0	0	-7	96
CN(C)S(=O)(=O)c1cccc(-c2csc(=Nc3ccccc3)n2CCCN2CCOCC2)c1	-0.8	15	-0.2	4	-3	4	3	-5	4	91
Cc1ccc(S(=O)(=O)Nc2ccc(=O)n(Cc3ccc(Cl)c(Cl)c3)c2)cc1	-3.1	-6	0.0	-6	-4	2	-3	0	-7	88
CCCCC(=O)N/N=C(C)/C=C/c1ccccc1F	0.4	15	0.2	12	-2	-1	5	1	-7	102
CC(C)(C)c1ccc(/C=C/C(=O)N2CCCCC2)cc1	-0.5	-3	0.4	-8	0	-16	5	-4	-2	98
COCCn1c(SCC(=O)N2CCOCC2)nc2c(c1=O)SCC2	1.1	6	0.0	-1	5	-14	2	2	-6	99
CNC(=S)N/N=C/c1cc(C)ccc1C	-0.2	3	0.4	8	2	2	-7	6	1	91
O=C(/C=C/c1ccccc1)NC(NC(=S)Nc1cccc(O)c1)C(Cl)(Cl)Cl (centres undefined)	-0.5	-13	0.2	-2	1	1	6	3	-6	87
Cc1ccc(NC(=O)CN2C(=O)COc3ccc(S(=O)(=O)N4CCOCC4)cc32)cc1N(C)C	-0.2	7	0.4	-3	-3	-11	-5	0	-3	106
COc1cc(/C=N/NC(=O)CCc2c(C)n[nH]c2C)cc(OC)c1OC	0.0	2	0.0	3	0	-3	-3	3	-3	98
O=[N+]([O-])c1cc(S(=O)(=O)N2CCCC2)ccc1N/N=C/c1ccncc1	-1.3	5	-0.1	4	1	-3	3	4	-4	94
O=C1CCc2cc(S(=O)(=O)NCc3ccccc3Cl)cc3c2N1CC3	0.2	6	0.1	-2	-3	5	17	2	-6	94
C#CCSc1nnc(-c2cccc3ccccc23)o1	-1.1	3	-0.4	-7	-1	-4	-1	-1	-12	106
CN1CCN(S(=O)(=O)c2cccc(C(=O)Nc3cc(Cl)ccc3N3CCOCC3)c2)CC1	0.0	8	-0.1	-3	-3	0	-2	-1	-5	95
COc1ccccc1C(=O)O/N=C(/C)c1ccc(N2C(=O)C3CCCCC3C2=O)cc1 (centres undefined)	-0.4	-10	0.0	-8	0	1	11	1	.	94
Cn1c(=O)c2ncn(CC(=O)Nc3ccc(N4CCOCC4)cc3)c2n(C)c1=O	-0.4	-3	0.0	-1	2	1	.	3	-4	100
CCCC(=O)N(Cc1cccnc1)c1nc2c(OC)ccc(Cl)c2s1	0.2	4	0.0	4	8	4	-13	-1	-15	99
Cc1[nH]c2ccccc2c(=O)c1CN1CCCCCC1	0.1	-6	0.2	3	-3	-9	-9	0	-19	97
CCc1c(C)nc(Nc2nc(C)c3ccc(OC)cc3n2)[nH]c1=O	-2.1	10	-0.2	66*	2	-1	-9	13	-9	97
CC(=O)CCSc1ncnc2sc(-c3ccccc3)cc12	-0.1	-11	1.0	-7	5	3	-3	-9	-6	102
Cc1ccccc1NCc1ccc([N+](=O)[O-])s1	1.3	8	0.0	-6	-7	-14	13	0	-6	99
O=C(NCc1ccccc1)N1CCC(Cc2ccccc2)CC1	-0.2	-1	0.2	-1	2	2	-3	-3	-2	99
O=C(Cn1ccnc1)c1ccc(O)c(O)c1	-0.3	2	-0.2	12	0	-6	-7	1	-6	101

Other results:
SMILES	iPSC survival up	PDI turbidity	aDG glyco up	Cardio protect	m5-HT2A agonist	Granule exo inh	Vif inh	N-glyco inh	CaV13 ICDI inh	ABCB6 inh 2
O=C(Cc1cccs1)N/N=C/C=C\c1ccco1	-1.7	-6	-0.3	0	1	3	2	2	-3	113
O=C(NCC(Cl)c1ccc2ccccc2c1)c1c(F)cccc1F (centres undefined)	-0.3	7	0.2	-6	7	-6	-13	1	-2	96
COc1ccc(OC)c(N=C(N)N=C(N)N)c1	-0.5	0	0.0	7	3	-3	-6	2	-4	97
CCOC(=O)c1oc2cc(O)ccc2c(=O)c1-c1csc(C)n1	1.1	10	-0.2	-1	-3	0	-13	3	-6	101
C=CCN1C2CCCC1CC(NC(=S)Nc1ccc(Cl)cc1)C2 (centres undefined)	-0.6	5	0.9	-4	-4	35	-1	-2	-6	93
COC(=O)c1cc(Cl)c(NC(=O)c2ccc(C(C)(C)C)cc2)cc1OC	-1.1	-8	0.7	-10	-4	7	-6	-5	-2	99
COc1ccc(-c2nc3c(Cl)cc(C(F)(F)F)cn3c2Cc2ccccc2C(F)(F)F)cc1OC	-0.6	.	0.4	.	2	4	.	.	-6	93
CC1Cc2cc(S(=O)(=O)N3CCC(C(=O)N(C)Cc4ccco4)CC3)ccc2N1C(=O)C1CCC1 (centres undefined)	-0.3	-4	0.0	-1	5	8	0	-4	-5	101
Cc1ccc(C(CC(N)=O)c2ccco2)cc1 (centres undefined)	1.7	5	0.0	-1	8	-1	6	0	-4	100
COC(=O)c1ccc(NS(=O)(=O)c2c(C)[nH]c(C)c2C(=O)N2CCCC2)cc1	-0.4	3	-0.3	1	0	8	-4	0	-5	99
Cc1ccc(S(=O)(=O)NCC(NCc2ccc(F)cc2)c2ccccc2)cc1 (centres undefined)	-0.3	11	0.0	-6	-7	0	-12	-3	-3	96
Cc1ccc(OCC(=O)N/N=C\c2c(C)[nH]n(-c3ccccc3)c2=O)c([N+](=O)[O-])c1	-1.5	-2	1.8	38	-6	-1	-4	-1	-3	100
O=CNc1c(Br)cc2c(c1Br)Cc1cc(Br)ccc1-2	-0.7	-8	0.0	2	5	0	-37	0	-5	96
COc1ccccc1NC(=S)NCCSc1ccc(C)cc1	-2.2	5	-0.3	2	-4	0	-5	-1	11	101
COc1ccc(NC(=O)CSc2nc3ccccc3c(=O)n2-c2ccc3c(c2)OCO3)c(OC)c1	-2.4	-1	0.3	4	7	6	16	-2	-4	96
C/C(=N\Nc1ncnc2sc(C)c(C)c12)c1ccccn1	0.1	-4	-0.3	17	-1	-13	i	10	-8	524
O=C1COc2ccc(C(=O)CSc3nnc(-c4cccs4)n3Cc3ccccc3)cc2N1	-0.7	6	0.2	8	-3	0	-5	1	-5	99
CN(CCNC(=O)c1cn(C)c2ccc(S(=O)(=O)N(C)C)cc2c1=O)CCc1ccccc1	-0.3	.	0.1	-7	-8	-1	-2	-1	-1	107

Screening results as filed in PubChem.
